Screening results: PubChem BioAssay, Broad Institute
RAD52 inh: inhibitors of human RAD52 DNA annealing; hit rate 0.46% among 360,000; inhibition, % at 18.7 µM; P43351; recombinant RAD52 DNA annealing, FRET fluorescence;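 active = every replicate showing at least 50% inhibition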
Target sequence (P43351 whole entry, looked up): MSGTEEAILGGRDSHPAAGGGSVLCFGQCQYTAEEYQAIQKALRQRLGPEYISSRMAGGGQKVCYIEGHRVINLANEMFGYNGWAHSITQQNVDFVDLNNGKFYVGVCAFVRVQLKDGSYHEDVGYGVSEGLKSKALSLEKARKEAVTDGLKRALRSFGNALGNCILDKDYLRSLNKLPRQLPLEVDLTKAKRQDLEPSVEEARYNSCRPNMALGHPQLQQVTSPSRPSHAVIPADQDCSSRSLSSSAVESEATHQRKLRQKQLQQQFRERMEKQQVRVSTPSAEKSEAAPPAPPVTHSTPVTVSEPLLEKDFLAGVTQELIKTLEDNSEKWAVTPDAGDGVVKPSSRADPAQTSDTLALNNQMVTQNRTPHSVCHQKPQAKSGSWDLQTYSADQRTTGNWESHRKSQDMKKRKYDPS
E-sel inducer: induces E-selectin expression in human endothelial cells; HUVEC E-selectin immunofluorescence imaging; normalized: neutral wells 0, TNF-alpha wells 100; P16581; activation, % at 7.58 µM; hit rate 0.37% among 260,000; AID 686992;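 active = mean E-selectin-positive cell signal at least 10% of the positive control, reached in at least 60% of replicates, without over 20% cell loss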;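 also: in these data hits start at about 27%; measured in HUVEC primary endothelial cells; signal is the percent of cells scored E-selectin positive by PE staining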
Target sequence (P16581 whole entry, looked up): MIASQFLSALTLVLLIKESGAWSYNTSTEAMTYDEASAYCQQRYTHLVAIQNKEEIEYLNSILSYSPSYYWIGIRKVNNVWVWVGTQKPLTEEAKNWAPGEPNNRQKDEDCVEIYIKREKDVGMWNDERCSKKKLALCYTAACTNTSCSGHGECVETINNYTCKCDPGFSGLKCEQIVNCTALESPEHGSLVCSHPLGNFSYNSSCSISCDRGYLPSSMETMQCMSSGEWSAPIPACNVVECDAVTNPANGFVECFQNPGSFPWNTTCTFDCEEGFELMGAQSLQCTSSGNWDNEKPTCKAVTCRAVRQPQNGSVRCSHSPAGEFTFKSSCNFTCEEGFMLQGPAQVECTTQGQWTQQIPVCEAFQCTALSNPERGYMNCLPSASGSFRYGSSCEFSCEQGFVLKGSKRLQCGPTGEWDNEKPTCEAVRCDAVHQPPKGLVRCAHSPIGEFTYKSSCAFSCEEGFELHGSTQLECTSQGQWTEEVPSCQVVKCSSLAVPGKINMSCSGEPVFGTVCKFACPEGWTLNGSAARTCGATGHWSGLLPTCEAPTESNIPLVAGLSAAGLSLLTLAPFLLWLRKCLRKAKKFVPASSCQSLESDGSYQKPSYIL
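Read-out: % PE-positive cells | Test system: HUVEC | Doses: One compound dose added by pin transfer | Buffer or medium: EGM-2 over gelatin coat | Signal: Immunofluorescence imaging | Benchmarks: TNF-alpha, DMSO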
Casp6 inh: caspase-6 (human) enzyme inhibition. P55212. purified caspase-6, Z-VEID-R110 cleavage fluorescence. inhibition, % at 12.5 µM. hit rate 0.53% among 350,000. AID 686996;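 active = mean inhibition across replicates at least about 35%, with every replicate also reaching that limit, limit read from the data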;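 also: 0% = median of neutral control wells and 100% = no fluorescence left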
PglD DTNB: inhibitors of Campylobacter jejuni PglD acetyltransferase; inhibition, % at 12.5 µM; purified PglD enzyme, DTNB colorimetric CoA detection; AID 602405; hit rate 0.098% among 360,000; in the data active = inhibition above about 16%, passing the limit was not always enough; also: strong numbers were not always called active
ERp5 inh: ERp5 (human) disulfide isomerase inhibition; Q15084; ERp5 insulin aggregation, absorbance 650 nm, 90 min; hit rate 0.05% among 350,000; inhibition, % at 9.99 µM; AID 651711;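 active = mean replicate inhibition above about 25%, with every replicate also reaching it, limit read from the data, passing the limit was not always enough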
esBAF inh: inhibitors of esBAF chromatin remodeling in mouse ES cells; Bmi1-luciferase knock-in reporter, 24 h; 100% = twice the neutral-well signal; reporter increase, % at 12.5 µM; hit rate 2% among 350,000; AID 602393; in the data active = activation above about 40%;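 also: 0% = median of the plate's neutral control wells and 100% = double that signal; a rise in the Bmi1 reporter signal indicates esBAF inhibition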
RAD54 inh: RAD54 (human) branch migration inhibition | Q92698 | RAD54 Holliday junction branch migration, FAM/BHQ fluorescence | inhibition, % at 10.4 µM | hit rate 0.14% among 360,000 | AID 602329;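 active = mean normalized replicate activity at least 40 and at least half of replicates scoring 40 or more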;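 also: 0% = median of neutral control wells and 100% = median of positive control wells; inhibitors cause a drop in the FAM fluorescence signal; in these data hits start at about 50%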
ARNT-TACC3 inh: ARNT/TACC3 interaction disruption. Q9Y6A5. AlphaScreen His-ARNT PAS-B/GST-TACC3 binding, luminescence; TACC3 fragment carries E629A point mutation. inhibition, % at 9.99 µM. hit rate 0.66% among 390,000. AID 623870;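 active = mean inhibition of replicates at least 50% and at least half of replicates each reaching 50%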;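 also: 0% = complete ARNT plus TACC3 wells and 100% = ARNT alone without TACC3; many hits fall short of the cut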
Numbers without * were called inactive; & = joins results of further samples. Compounds as they come (roughly 3.2% active in at least one column).

C[C@H](CO)N1C[C@H](C)[C@@H](CN(C)C(=O)Nc2ccc3c(c2)OCO3)OCCCC[C@H](C)Oc2ccc(NS(C)(=O)=O)cc2C1=O was read as RAD52 inh 2, E-sel inducer 0.0, Casp6 inh -1, PglD DTNB -1, ERp5 inh -2, esBAF inh 2, RAD54 inh 7 and ARNT-TACC3 inh 3.
CC(C)NC(=O)N(C)C[C@H]1OCCCC[C@@H](C)Oc2ccc(NS(=O)(=O)c3ccc(Cl)cc3)cc2C(=O)N([C@@H](C)CO)C[C@@H]1C was read as RAD52 inh 4, E-sel inducer -0.1, Casp6 inh -1, PglD DTNB 5, ERp5 inh 0, esBAF inh 3, RAD54 inh -6 and ARNT-TACC3 inh 0.
CCN(CC)CCNC(=O)c1ccccn1 was read as PglD DTNB 1, esBAF inh -8, RAD54 inh 3 and ARNT-TACC3 inh -1.
For COCC(=O)Nc1cc(C(=O)Nc2cccc(C)c2C)ccc1Cl the results were RAD52 inh -2, Casp6 inh 0, PglD DTNB -2, ERp5 inh -4, esBAF inh 21, RAD54 inh 11 and ARNT-TACC3 inh -18.
For CN(C)S(=O)(=O)c1cccc(COC(=O)c2cnccn2)c1 the results were RAD52 inh -9, E-sel inducer -0.2, Casp6 inh 0, PglD DTNB -9, ERp5 inh -6, esBAF inh -2, RAD54 inh 11 and ARNT-TACC3 inh -1.
For COc1ccc(C)cc1NC(=O)CSc1nnnn1C1CCCC1 the results were RAD52 inh -17, E-sel inducer 0.2, PglD DTNB 4, ERp5 inh -1, esBAF inh -2, RAD54 inh 15 and ARNT-TACC3 inh -4.
C[C@@H]1CN([C@H](C)CO)C(=O)c2cccc(NS(=O)(=O)c3ccc(Cl)cc3)c2O[C@@H]1CN(C)CC1CCCCC1 was read as RAD52 inh 15, E-sel inducer -1.9, Casp6 inh 3, PglD DTNB -1, ERp5 inh 3, esBAF inh -8, RAD54 inh -1 and ARNT-TACC3 inh 9.
Screening CCCNC(=O)N1C[C@@H](O)COC[C@H]2O[C@H](CC(=O)NCc3ccc(Cl)c(Cl)c3)CC[C@@H]21 returned RAD52 inh 2, E-sel inducer 0.0, Casp6 inh 0, PglD DTNB 0, ERp5 inh -2, esBAF inh -1, RAD54 inh 7 and ARNT-TACC3 inh 3.
O=C(CCCCCN1C(=O)c2ccccc2C1=O)Nc1ccc(C(=O)O)cc1 was read as RAD52 inh -7, Casp6 inh 0, PglD DTNB -6, ERp5 inh 0, esBAF inh -7, RAD54 inh -2 and ARNT-TACC3 inh -8.
`COc1cc(/C=C2\SC(=S)N(CC(=O)O)C2=O)ccc1OC(=O)c1ccco1` gave RAD52 inh -167, E-sel inducer -0.2, Casp6 inh 7, PglD DTNB -9, ERp5 inh 0, esBAF inh -10 and RAD54 inh -33.
`CCCN1Cc2cccc(C(=O)NCc3cccs3)c2C1=O` gave PglD DTNB 0, esBAF inh 0, RAD54 inh 1 and ARNT-TACC3 inh 0.
CNC[C@@H]1Oc2ncc(-c3cccc(C(F)(F)F)c3)cc2C(=O)N([C@H](C)CO)C[C@@H]1C was read as RAD52 inh 22, E-sel inducer -3.2, Casp6 inh -3, PglD DTNB 4, ERp5 inh 19, esBAF inh -2, RAD54 inh -5 and ARNT-TACC3 inh -7.

6 entries from above, ordered by formula weight, lowest first.
`CCCN1Cc2cccc(C(=O)NCc3cccs3)c2C1=O` gave PglD DTNB 0, esBAF inh 0, RAD54 inh 1 and ARNT-TACC3 inh 0.
O=C(CCCCCN1C(=O)c2ccccc2C1=O)Nc1ccc(C(=O)O)cc1 was read as RAD52 inh -7, Casp6 inh 0, PglD DTNB -6, ERp5 inh 0, esBAF inh -7, RAD54 inh -2 and ARNT-TACC3 inh -8.
CNC[C@@H]1Oc2ncc(-c3cccc(C(F)(F)F)c3)cc2C(=O)N([C@H](C)CO)C[C@@H]1C was read as RAD52 inh 22, E-sel inducer -3.2, Casp6 inh -3, PglD DTNB 4, ERp5 inh 19, esBAF inh -2, RAD54 inh -5 and ARNT-TACC3 inh -7.
Screening CCCNC(=O)N1C[C@@H](O)COC[C@H]2O[C@H](CC(=O)NCc3ccc(Cl)c(Cl)c3)CC[C@@H]21 returned RAD52 inh 2, E-sel inducer 0.0, Casp6 inh 0, PglD DTNB 0, ERp5 inh -2, esBAF inh -1, RAD54 inh 7 and ARNT-TACC3 inh 3.
C[C@@H]1CN([C@H](C)CO)C(=O)c2cccc(NS(=O)(=O)c3ccc(Cl)cc3)c2O[C@@H]1CN(C)CC1CCCCC1 was read as RAD52 inh 15, E-sel inducer -1.9, Casp6 inh 3, PglD DTNB -1, ERp5 inh 3, esBAF inh -8, RAD54 inh -1 and ARNT-TACC3 inh 9.
C[C@H](CO)N1C[C@H](C)[C@@H](CN(C)C(=O)Nc2ccc3c(c2)OCO3)OCCCC[C@H](C)Oc2ccc(NS(C)(=O)=O)cc2C1=O was read as RAD52 inh 2, E-sel inducer 0.0, Casp6 inh -1, PglD DTNB -1, ERp5 inh -2, esBAF inh 2, RAD54 inh 7 and ARNT-TACC3 inh 3.

(listing goes on)
Screening CN(C)CCCN(C(=O)COc1ccc(Cl)cc1)c1nc2c(F)cccc2s1 returned RAD52 inh 12, Casp6 inh 0, ERp5 inh 0 and ARNT-TACC3 inh -2.
Screening CC1C(=O)C(C)C(c2ccc(O)cc2)NC1c1ccc(O)cc1 (stereo unspecified) returned RAD52 inh -7, E-sel inducer -0.2, Casp6 inh 1, PglD DTNB 3, ERp5 inh 2, esBAF inh -3, RAD54 inh -4 and ARNT-TACC3 inh 3.
`Cc1nnc(NC(=O)C2CCCN2C(=O)Nc2ccccc2)s1` (stereo unspecified) gave RAD52 inh -18, Casp6 inh 0, PglD DTNB 3, ERp5 inh 3, esBAF inh 0, RAD54 inh -1 and ARNT-TACC3 inh -1.
Screening COc1ccc(S(=O)(=O)N2CCCCC2)cc1-n1cnnn1 returned RAD52 inh -7, Casp6 inh 0, PglD DTNB 2, ERp5 inh -2, esBAF inh 0, RAD54 inh 5 and ARNT-TACC3 inh -3.
`C[C@@H]1CCCCO[C@@H](CN(C)Cc2ccccc2)[C@H](C)CN([C@@H](C)CO)C(=O)c2cc(NC(=O)c3ccccc3)ccc2O1` gave PglD DTNB 0, esBAF inh 2, RAD54 inh -6 and ARNT-TACC3 inh 0.
Screening O=C(Cn1c(=O)n(Cc2ccco2)c(=O)c2c3c(sc21)CCCCC3)c1ccccc1 returned RAD52 inh -7, Casp6 inh 25, PglD DTNB 4, ERp5 inh 0, esBAF inh 10, RAD54 inh 6 and ARNT-TACC3 inh 2.
O=C(CCS(=O)(=O)c1cc2c(cc1Cl)NC(=O)CO2)NCc1ccc(F)cc1 was read as RAD52 inh -4, Casp6 inh 1, PglD DTNB -2, ERp5 inh 1, esBAF inh -10, RAD54 inh 10 and ARNT-TACC3 inh -3.
For CCOC(=O)C1CCN(C(=O)c2cc3c(ccc4ccccc43)o2)CC1 the results were RAD52 inh 4, E-sel inducer 0.2, Casp6 inh 7, PglD DTNB -3, ERp5 inh 2, esBAF inh 71*, RAD54 inh 2 and ARNT-TACC3 inh 2.
C[C@H](CO)N1C[C@H](C)[C@H](CN(C)C(=O)Nc2ccc(F)cc2)Oc2c(NC(=O)C3CCCCC3)cccc2C1=O was read as RAD52 inh 21, E-sel inducer 0.0, Casp6 inh 1, PglD DTNB 2, ERp5 inh 3, esBAF inh -3, RAD54 inh 0 and ARNT-TACC3 inh -5.
COc1ccc(-c2csc(N(Cc3ccco3)C(=O)c3cccs3)n2)cc1 was read as RAD52 inh -47, E-sel inducer 0.6, Casp6 inh 0, PglD DTNB -2, ERp5 inh -1, esBAF inh 22, RAD54 inh 1 and ARNT-TACC3 inh -7.
Screening CC1(C)CC(NC(=S)Nc2ccc([N+](=O)[O-])cc2)CC(C)(C)N1 returned RAD52 inh 2, E-sel inducer 0.0, Casp6 inh 0, ERp5 inh 4 and ARNT-TACC3 inh 7.
`COc1ccc(CN(C)C[C@@H]2OCCCC[C@H](C)Oc3ccc(NS(=O)(=O)c4ccccc4)cc3C(=O)N([C@H](C)CO)C[C@H]2C)cc1` gave RAD52 inh 34, E-sel inducer 1.7, Casp6 inh 0, PglD DTNB 6, ERp5 inh -1, esBAF inh -4, RAD54 inh 3 and ARNT-TACC3 inh -11.
COc1cccc(CNc2nc3cc(-c4ccc(OC)c(OC)c4)sc3c(=O)n2C)c1 was read as RAD52 inh -57, E-sel inducer -0.2, Casp6 inh 6, PglD DTNB -4, ERp5 inh -7, esBAF inh -2 and RAD54 inh -3.
`CC(C)NC(=O)N(C)C[C@H]1Oc2c(NS(=O)(=O)c3ccc(F)cc3)cccc2C(=O)N([C@H](C)CO)C[C@@H]1C` gave RAD52 inh 17&0, E-sel inducer 0.1&1.1, Casp6 inh 2&-3, PglD DTNB -1&-3, ERp5 inh -4&-7, esBAF inh 1&0, RAD54 inh -3&3 and ARNT-TACC3 inh 4&-4.
Cc1ccccc1NC(=O)Nc1ccc2c(c1)C(=O)N(C)[C@@H]1CC[C@H](CC(=O)NCC3CC3)O[C@H]1CO2 was read as RAD52 inh 4, E-sel inducer -0.1, Casp6 inh 1, PglD DTNB -2, ERp5 inh 3, esBAF inh 1, RAD54 inh -6 and ARNT-TACC3 inh -2.
`COc1ccccc1-c1ccc([C@@H]2[C@@H](CO)N(C(=O)C3CC3)C23CN(C(C)=O)C3)cc1` gave RAD52 inh -2, E-sel inducer -0.1, Casp6 inh -6 and ERp5 inh -1.
CCC(C)NC(=O)/C=C/c1ccc(S(=O)(=O)NCc2ccco2)cc1 (stereo unspecified) was read as RAD52 inh -7, E-sel inducer -3.7, Casp6 inh 2, PglD DTNB -1, ERp5 inh -13, esBAF inh 5, RAD54 inh -6 and ARNT-TACC3 inh 3.
For COc1ccc([C@H]2C[C@@H](n3cc(-c4ccc(F)cc4)nn3)[C@H](O)CN2Cc2cccs2)cc1 the results were RAD52 inh -20, Casp6 inh 1, PglD DTNB -6, ERp5 inh 4, esBAF inh 3 and RAD54 inh 4.
For CCN(Cc1ccccc1)C(=O)Cn1c(C(C)O)nc2ccccc21 (stereo unspecified) the results were RAD52 inh -3, E-sel inducer -0.3, Casp6 inh 5, ERp5 inh 0 and ARNT-TACC3 inh 6.
C[C@@H]1CN([C@@H](C)CO)C(=O)c2cccc(NS(=O)(=O)c3ccccc3)c2O[C@H]1CN(C)S(=O)(=O)c1ccc(F)cc1 was read as E-sel inducer 1.3, PglD DTNB 3, esBAF inh 2, RAD54 inh -9 and ARNT-TACC3 inh -1.
C[C@H]1CN([C@@H](C)CO)C(=O)c2cc(/C=C/c3ccccc3)cnc2O[C@@H]1CN(C)S(=O)(=O)c1cn(C)cn1 was read as RAD52 inh 8, E-sel inducer 0.1, Casp6 inh -3, PglD DTNB -1, ERp5 inh -4, esBAF inh -1, RAD54 inh -5 and ARNT-TACC3 inh -2.
Screening CCN(CC)C(=O)Cn1cc([N+](=O)[O-])cc1[N+](=O)[O-] returned RAD52 inh 12, E-sel inducer 0.1, Casp6 inh 1, PglD DTNB -3, ERp5 inh 0, esBAF inh -15, RAD54 inh 7 and ARNT-TACC3 inh -20.
Cc1ccnc(NC(=O)CNC(=O)C23CC4CC(CC(C4)C2)C3)c1 was read as RAD52 inh -4, E-sel inducer 0.0, Casp6 inh 2, PglD DTNB -2, ERp5 inh -4, esBAF inh 14, RAD54 inh 1 and ARNT-TACC3 inh -1.
Screening Cc1ccc(OCC(=O)Nc2ccccc2[N+](=O)[O-])c(Br)c1 returned RAD52 inh -6, E-sel inducer 1.7, Casp6 inh 1, ERp5 inh 20 and ARNT-TACC3 inh -7.
Screening O=C(Nc1ccc2oc(-c3ccncc3)nc2c1)c1ccc2c(c1)OCCO2 returned RAD52 inh -37, E-sel inducer -0.3, Casp6 inh 2, ERp5 inh -3 and ARNT-TACC3 inh 9.
For O=c1[nH]c2ccccc2cc1CN(Cc1ccco1)S(=O)(=O)c1ccc(F)cc1 the results were RAD52 inh -5, Casp6 inh 1, PglD DTNB -6, ERp5 inh 1, esBAF inh 1, RAD54 inh 4 and ARNT-TACC3 inh 1.
